PLK1 PBD block – inhibitors of human PLK1 polo-box domain binding; P53350; Plk1 PBD binding of FITC phosphopeptide, fluorescence polarization; Potency, µM, for inactives: max response, negative = inhibition, usual class: inhibitors; hit rate 2.8% among 360,000; AID 720504; further: potency means the concentration at half of the fitted maximal effect; series mostly up to about 57 µM; on the % scale 0 is the no-effect control and ±100 the full control effect; nearly all actives have a fitted effect of over 65% in size
Target sequence (P53350 whole entry, looked up, the tested form may be a part): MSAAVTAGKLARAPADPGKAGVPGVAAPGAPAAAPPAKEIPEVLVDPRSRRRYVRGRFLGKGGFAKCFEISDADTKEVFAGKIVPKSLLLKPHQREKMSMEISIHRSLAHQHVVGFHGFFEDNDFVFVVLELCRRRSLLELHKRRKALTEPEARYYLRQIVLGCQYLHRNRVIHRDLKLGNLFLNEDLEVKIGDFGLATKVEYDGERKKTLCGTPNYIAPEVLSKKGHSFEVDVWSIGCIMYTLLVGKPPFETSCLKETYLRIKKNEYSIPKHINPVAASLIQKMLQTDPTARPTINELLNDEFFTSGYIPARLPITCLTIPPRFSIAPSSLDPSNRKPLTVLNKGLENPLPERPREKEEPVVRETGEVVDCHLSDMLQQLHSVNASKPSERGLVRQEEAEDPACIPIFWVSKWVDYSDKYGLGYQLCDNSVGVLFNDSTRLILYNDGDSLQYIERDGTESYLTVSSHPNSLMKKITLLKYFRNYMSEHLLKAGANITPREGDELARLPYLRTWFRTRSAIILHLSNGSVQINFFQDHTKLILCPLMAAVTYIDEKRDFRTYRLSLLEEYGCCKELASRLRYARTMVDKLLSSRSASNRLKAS
PI5P4K alpha inh – PI5P4K alpha (human) kinase inhibition; P48426; PI5P4Kalpha enzyme, ADP-Glo luminescence, 60 min; hits give low values; max response, %; hit rate 1.2% among 330,000; active means max response of -50% or lower; inconclusive means between -30% and -50%; inactive means -30% or higher; further: value at the top dose of about 77 µM; on the % scale 0 is the no-effect control and ±100 the full control effect
Target sequence (P48426 whole entry, looked up): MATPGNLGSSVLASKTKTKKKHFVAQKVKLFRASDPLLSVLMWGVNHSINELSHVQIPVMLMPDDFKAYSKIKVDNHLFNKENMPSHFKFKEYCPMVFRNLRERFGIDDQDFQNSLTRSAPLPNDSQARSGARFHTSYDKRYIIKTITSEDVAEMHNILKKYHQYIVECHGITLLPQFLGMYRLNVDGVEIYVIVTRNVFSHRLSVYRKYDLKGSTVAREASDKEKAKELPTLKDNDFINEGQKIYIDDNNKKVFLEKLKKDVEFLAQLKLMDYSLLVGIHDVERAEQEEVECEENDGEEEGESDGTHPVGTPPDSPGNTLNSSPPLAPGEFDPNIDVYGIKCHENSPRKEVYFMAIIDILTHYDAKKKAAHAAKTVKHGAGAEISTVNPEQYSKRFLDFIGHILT
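PI5P4Kalpha ADP-Glo assay; 5 microM ATP final; 60 min RT reaction; HEPES pH 7.4/EGTA/CHAPS, 5% DMSO; controls lacking substrate or enzyme; luminescent end-point.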
EPAC1 ag – agonists of human EPAC1. Potency, µM (doses to about 154 µM), for the others: top-dose activation, most hits filed as activators. EPAC1 agonist qHTS, biochemical assay; response scale: 100% = response to 6.5 mM cAMP. O95398. hit rate 0.073% among 360,000; further: potency means the concentration at half of the fitted maximal effect; nearly all actives have a fitted effect of over 60% in size
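Compounds were pinned as a concentration titration into mixtures of EPAC1 (100 nM), BODIPY-GDP-loaded Rap1B (250 nM) and GDP (50 uM). After 5 min at room temperature, fluorescence was followed for 30 min; activity was scaled to 6.5 mM cAMP.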
FUS suppressor – rescues growth of FUS-expressing yeast | Potency, µM (top dose mostly 76.6 µM), for inactives: at the top dose growth rescue (activation), most hits filed as activators | hit rate 0.24% among 390,000 | S. cerevisiae FUS-expressing, growth rescue, OD600, 24 h;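 further: potency means the concentration at half of the fitted maximal effect; plate controls were DMSO vehicle for no effect and reference control for full effect; nearly all actives have a fitted effect of over 55% in size; some results filed as inactive show a strong effect at the top dose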
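Yeast FUS proteinopathy model; galactose-induced FUS (2%), starting OD 0.005. Cpds in dilution series, 24hr, 30C, 99% humidity. Abs 600 nm growth. Pos ctrl CP55940 (top 92uM final); neg ctrl DMSO.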
IL2 activator – activates IL-2 in a cell-based reporter assay. hit rate 0.065% among 360,000. activation, % (series mostly up to about 46 µM). IL-2 activation reporter assay, cell-based qHTS; stimulated with anti-CD3/CD4/CD28 beads; in transgenic mouse T cells; in the data active means activation above about 50%; inconclusive means mostly about 30% to 49%; further: 0% is about no effect
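Unstimulated transgenic mouse T cells preincubated 60 min with compound, then stimulated with anti-CD3/anti-CD4-coated beads plus anti-CD28 for 18 h at 37 degrees C. IL-2 response read as EGFP and DsRed fluorescence by plate cytometry.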
EPAC1 antagonist – EPAC1 (human) antagonism; O95398; EPAC1 GEF assay, Rap1b-BODIPY-GDP exchange fluorescence; Potency, µM (highest dose often 115 µM), for inactives: top-dose activity change, negative = inhibition, hits mostly inhibitors; hit rate 0.14% among 360,000; AID 720709;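 further: potency means the concentration at half of the fitted maximal effect; plate controls were vehicle for no effect and positive control for full effect; nearly all actives have a fitted effect of over 50% in size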
WRN inhibitor – inhibitors of human WRN helicase | WRN helicase unwinding, fluorescent forked duplex, kinetic | Q14191 | hit rate 0.46% among 360,000 | Potency, µM (highest dose often 114 µM), inactives show at the highest dose activity change, negative = inhibition, usual class: inhibitors; further: potency means the concentration at half of the fitted maximal effect; on the % scale 0 is the no-effect control and ±100 the full control effect; nearly all actives have a fitted effect of over 55% in size
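WRN at 20 nM final was preincubated with compound for 15 min at room temperature; reaction started with 100 nM forked duplex oligonucleotide carrying fluorophore and quencher plus 2 mM ATP (final). Unwinding followed kinetically by red fluorescence (ex 525/em 598 nm).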
Abeta rescue – A-beta toxicity reversal in yeast. yeast expressing A-beta42, growth rescue, OD600, 48 h; response scale: 0% DMSO, 100% iron-clioquinol control. Potency, µM (doses to about 46.1 µM), for the others: at the highest dose growth rescue, actives largely listed as activators. hit rate 0.063% among 410,000; further: potency means the concentration at half of the fitted maximal effect; nearly all actives have a fitted effect of over 55% in size
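Yeast A-beta toxicity model in growth medium with pinned compounds, 48 h at 30 C; growth read as absorbance at 600 nm. Normalized to FeCl3/clioquinol equimolar mix (positive) and DMSO (negative).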
An asterisk follows results filed as active; ? = inconclusive; · = not tested or not shown; [ ] = another dose, or the depositor's remark. Unless noted, the call rests on the fitted dose curve; in most records, active means well fitted curve in the direction sought with a large enough effect; inconclusive means small, poorly fitted or top-dose-only effect, or another doubt; inactive means no such curve, though single readings can be large; an effect the other way counts as inactive or inconclusive. This is a random part of the collection; about 4.1% have a hit in one of these screens.

SMILES	PLK1 PBD block	PI5P4K alpha inh	EPAC1 ag	FUS suppressor	IL2 activator	EPAC1 antagonist	WRN inhibitor	Abeta rescue
C=CCNC(=S)N/N=C(\C)c1cccc(NC(C)=O)c1	-9%	-2	1%	6%	-1.1	5%	5%	-2%
CCN(C[C@H]1N[C@@](Cc2ccccc2)(C(=O)OC)[C@H]2C(=O)N(Cc3ccccc3)C(=O)[C@@H]12)C(=O)Nc1ccc(F)cc1	-1%	4	-15%	?	1.3	-2%	3%	6%
Cc1ccsc1C(=O)OCC(=O)c1cc2ccccc2o1	-11%	·	19%	-3%	-0.3	-20%	-22%	-19%
Cc1cc(C(=O)Nc2ccc3c(c2)CCC3)ccc1[N+](=O)[O-]	-4%	2	4%	16%	0.0	-2%	-7%	-3%
CCCc1cnc(N2CCN(C(=O)c3ccc(OC)cc3)CC2)nc1	3%	0	1%	14%	-3.1	2%	2%	5%
COc1ccc(/C=N/Nc2cc(C)nc3ccc(OC)cc23)c(OC)c1	-5%	?	6%	19%	-0.9	-35%	13µM*	-58%[inhibitor]
COc1ccccc1NC(=O)COC(=O)c1ccc2c(=O)n3c(nc2c1)CCC3	-5%	0	0%	-6%	-1.2	-3%	-3%	4%
CC(C)[C@H](NS(=O)(=O)c1ccccc1)C(=O)Nc1nccs1	-7%	-7	13%	28%	1.3	4%	-26%	-22%
COc1ccc(/C(C)=N\NC(=O)c2ccc(-c3ccccc3)cc2)c(F)c1	-4%	-1	-6%	6%	-2.9	-14%	0%	-21%
CCN(Cc1ccccc1)c1ccc(/C=N/N2CCOCC2)cc1	-5%	3	0%	1%	-1.9	5%	-6%	0%
CC(C)OC(=O)CSc1nnc(-c2ccccc2)n1N	-7%	-1	3%	2%	-1.4	6%	5%	-4%
CCOC(CCn1c(SCc2cccc([N+](=O)[O-])c2)nc2ccccc2c1=O)OCC	-10%	2	-7%	30%	-2.5	-11%	-15%	20%
O=S(=O)(Nc1cccc(-c2nc3cccnc3s2)c1)c1cccs1	-9%	-19	3%	14%	-1.0	4%	-20%	-6%
Cc1cc(NCc2ccccn2)n2ncc(-c3ccc(Cl)cc3)c2n1	8%	4	12%	13%	-0.3	9%	-3%	12%
CCCSc1ncc(Cl)c(C(=O)Nc2ccc(S(=O)(=O)N3CC(C)OC(C)C3)cc2)n1 (stereo not given)	-1%	·	8%	29%	-2.2	-4%	-7%	15%
Cc1cccc(N2CCN(C(=O)/C=C/c3cccs3)CC2C)c1 (stereo not given)	-3%	0	6%	14%	-0.1	-22%	-4%[57.1 µM]	?
C=C(C)CC(NCCc1ccccc1)c1ccco1 (stereo not given)	-13%	0	3%	35%	-2.2	-13%	-22%[57.1 µM]	-20%
O=C(O)CC(Cc1ccc(Cl)cc1)C(=O)Nc1cc(Cl)ccc1Cl (stereo not given)	-6%	17	8%	-5%	0.8	-5%	-2%	11%
c1ccc(-c2ncnc3ccccc23)cc1	-8%	-6	8%	·	-0.1	-11%	7%	-11%
COc1ccc(C(=O)CC(=O)c2ccc(F)cc2)cc1	-2%	5	-3%	-2%	1.2	-18%	-5%	-3%
NC1=NC(c2ccccc2Cl)n2c(nc3ccccc32)N1 (stereo not given)	-3%	·	-1%	12%	-1.1	-6%	-5%	24%
COc1cccc(C(=O)N2CCC(n3nccc3NC(=O)C3CCOC3)CC2)c1 (stereo not given)	-5%	0	7%	·	-2.7	-7%	-23%	4%
O=C(NC(=S)NNC(=O)c1ccccc1O)c1ccc(F)cc1	-27%	3	8%	0%	-3.6	1%	2%	7%
O=C(O)Cn1c2ccccc2c2n[nH]c(=S)nc21	27µM*	-56*	3%	11%	-1.1	?	-1%	-3%
Cc1ccc(/C=C2\C(=O)Nc3ccccc32)o1	-19%	?	-10%	·	-4.7	-4%	-27%	-47%[inhibitor]
COc1ccc(OC)c(C2=NOC(C(=O)NCCN3CCOCC3)C2)c1 (stereo not given)	-11%	·	3%	-4%	-0.5	1%	-5%	20%
N#Cc1c(SCc2cccc(Cl)c2)sc(C(=O)c2ccccc2)c1N	-24%	2	13%	-5%	-2.1	-18%	-12%	30%
COc1cc2ccccc2cc1C(=O)N(CCN(C)C)c1nc2ccc(C)cc2s1	-3%	4	-21%	24%	-4.3	-11%	0%	-7%
Cc1ccc(Cn2c(CN3CC(C)OC(C)C3)nc3c2c(=O)n(C)c(=O)n3C)cc1 (stereo not given)	-15%	0	-13%	-4%	-0.5	2%	-6%	1%
COc1ccc(NC(=O)CN(C)C(=O)/C=C/c2cn(-c3ccccc3)nc2-c2ccc(F)cc2)cc1	-2%	9	13%	7%	-6.4	0%	-5%	4%

For reference, part of the list above.
SMILES	PLK1 PBD block	PI5P4K alpha inh	EPAC1 ag	FUS suppressor	IL2 activator	EPAC1 antagonist	WRN inhibitor	Abeta rescue
NC1=NC(c2ccccc2Cl)n2c(nc3ccccc32)N1 (stereo not given)	-3%	·	-1%	12%	-1.1	-6%	-5%	24%
COc1cccc(C(=O)N2CCC(n3nccc3NC(=O)C3CCOC3)CC2)c1 (stereo not given)	-5%	0	7%	·	-2.7	-7%	-23%	4%
O=C(NC(=S)NNC(=O)c1ccccc1O)c1ccc(F)cc1	-27%	3	8%	0%	-3.6	1%	2%	7%
O=C(O)Cn1c2ccccc2c2n[nH]c(=S)nc21	27µM*	-56*	3%	11%	-1.1	?	-1%	-3%
Cc1ccc(/C=C2\C(=O)Nc3ccccc32)o1	-19%	?	-10%	·	-4.7	-4%	-27%	-47%[inhibitor]

(listing goes on)
SMILES	PLK1 PBD block	PI5P4K alpha inh	EPAC1 ag	FUS suppressor	IL2 activator	EPAC1 antagonist	WRN inhibitor	Abeta rescue
CCOc1ccc(C(=O)Nc2cccc(C)n2)cc1	?	-1	3%	-8%	-1.2	9%	5%	-11%
N/C(=N\OC(=O)C1CCCCC1)c1ccc(Br)cc1	7%	11	7%	-5%	-0.8	-6%	-6%	-26%
CCOc1ccc(S(=O)(=O)N2CCN(C(=O)c3ccco3)CC2)cc1	-6%	3	2%	18%	0.2	-12%	-24%	-5%
CNC(=S)N1N=C(c2ccc(OC)cc2)CC1c1ccc(Cl)cc1Cl (stereo not given)	-10%	8	10%	8%	-0.3	-20%	3%	3%
COCCCNC(=O)c1ccc(N(C)S(C)(=O)=O)cc1	-5%	·	8%	8%	-0.5	-3%	-9%	11%
Cc1ccc(CNC(=O)c2ccc(N3CCC4(CC3)CC(c3cccc(Br)c3)=NO4)c(N)c2)cc1	3%	10	7%	18µM*	-0.6	-14%	0%	5%
O=C(Nc1ccon1)c1cc(-c2ccccc2)nc2ccccc12	1%	2	12%	-6%	1.6	-15%	-10%	-15%
CCCCn1c(N)c(N(CCOC)C(=O)CN2C(=O)c3ccccc3C2=O)c(=O)[nH]c1=O	-2%	3	7%	·	-2.5	7%	-13%	1%
CC(C)(C)NCc1cc(Cl)ccc1OCc1cccs1	7%	12	-1%	·	0.8	18%	-17%	5%
CC(C)(C)n1nc2c(c1NC(=O)Cc1ccc([N+](=O)[O-])cc1)CS(=O)(=O)C2	-4%	3	4%	·	0.7	-7%	0%	1%

Whole records as entered above. Order of values: PLK1 PBD block	PI5P4K alpha inh	EPAC1 ag	FUS suppressor	IL2 activator	EPAC1 antagonist	WRN inhibitor	Abeta rescue
CC(C)(C)NCc1cc(Cl)ccc1OCc1cccs1 is entered as 7%	12	-1%	·	0.8	18%	-17%	5%
CCOc1ccc(S(=O)(=O)N2CCN(C(=O)c3ccco3)CC2)cc1 is entered as -6%	3	2%	18%	0.2	-12%	-24%	-5%
N/C(=N\OC(=O)C1CCCCC1)c1ccc(Br)cc1 is entered as 7%	11	7%	-5%	-0.8	-6%	-6%	-26%
CC(C)(C)n1nc2c(c1NC(=O)Cc1ccc([N+](=O)[O-])cc1)CS(=O)(=O)C2 is entered as -4%	3	4%	·	0.7	-7%	0%	1%
CCOc1ccc(C(=O)Nc2cccc(C)n2)cc1 is entered as ?	-1	3%	-8%	-1.2	9%	5%	-11%

(next part)
SMILES	PLK1 PBD block	PI5P4K alpha inh	EPAC1 ag	FUS suppressor	IL2 activator	EPAC1 antagonist	WRN inhibitor	Abeta rescue
CC1(C)C(O)=C(c2nc3ccccc3[nH]2)C(=N)N1c1ccccc1	0%	·	3%	32%	2.1	-3%	-1%	5%
Cc1ccc(C(=O)NCCNC(=O)c2ccc(C)nc2)cc1	-18%	3	4%	9%	0.9	5%	10%	-3%
O=S(=O)(NCc1cccnc1)c1ccc(Cl)nc1	-15%	6	-1%	?	-0.4	-7%	-6%	-3%
O=C(c1ccc(Cl)cc1)N1CCCC(C(=O)N2CCc3ccccc3C2)C1 (stereo not given)	4%	-5	0%	29%	-5.1	16%	-5%	1%
COc1ccc(CN2CCC(CNC(=O)NC3CCCCC3)CC2)cc1	-8%	3	-2%	8%	-1.8	9%	8%	11%
Cc1ccc(-c2noc(CN3CCN(C(c4ccccc4)c4ccccc4)CC3)n2)cc1	-6%	0	7%	27%	-3.4	-21%	-7%	-57%[inhibitor]
COc1ccc(CNC(=O)CCn2ccc3cc(S(=O)(=O)N4CCCC4)ccc32)cc1	-9%	-3	8%	15%	-3.4	12%	-3%	3%
CCCN1C(=O)C(O)(CC(=O)c2cccc(OC)c2)c2ccccc21 (stereo not given)	-24%	1	5%	·	-2.6	-2%	-16%	11%
Cc1ccc(NC(=O)CN(C)Cc2c(O)ccc3ccccc23)cc1	3.8µM*	?	-4%	20%	-2.6	3%	?	6%
CN(Cc1cccc(F)c1)C(=O)C1CC(=O)N(c2ccc3c(c2)OCCO3)C1 (stereo not given)	-9%	-3	9%	0%	-0.1	-14%	0%	2%
Cc1ccc(Cn2c(C)c(C(=O)NCc3ccc(Cl)c(Cl)c3)sc2=O)cc1	8%	19	0%	-19%	-0.5	0%	-8%[57.1 µM]	-2%

Assay outcomes: PubChem BioAssay, National Center for Advancing Translational Sciences (NCATS)
